Pol iota inh: qHTS for Inhibitors of Polymerase Iota; DNA polymerase iota (Homo sapiens), Q9UNA4; Pol iota fluorescent replication assay, 10 min; Potency, µM (highest dose often 115 µM), for inactives: at the top dose activity, negative = inhibition, actives largely listed as inhibitors; 390,000 tested, 1% active; AID 588590, 2011; note: potency is the fitted concentration of half-maximal effect
Target sequence (Q9UNA4 whole entry, looked up): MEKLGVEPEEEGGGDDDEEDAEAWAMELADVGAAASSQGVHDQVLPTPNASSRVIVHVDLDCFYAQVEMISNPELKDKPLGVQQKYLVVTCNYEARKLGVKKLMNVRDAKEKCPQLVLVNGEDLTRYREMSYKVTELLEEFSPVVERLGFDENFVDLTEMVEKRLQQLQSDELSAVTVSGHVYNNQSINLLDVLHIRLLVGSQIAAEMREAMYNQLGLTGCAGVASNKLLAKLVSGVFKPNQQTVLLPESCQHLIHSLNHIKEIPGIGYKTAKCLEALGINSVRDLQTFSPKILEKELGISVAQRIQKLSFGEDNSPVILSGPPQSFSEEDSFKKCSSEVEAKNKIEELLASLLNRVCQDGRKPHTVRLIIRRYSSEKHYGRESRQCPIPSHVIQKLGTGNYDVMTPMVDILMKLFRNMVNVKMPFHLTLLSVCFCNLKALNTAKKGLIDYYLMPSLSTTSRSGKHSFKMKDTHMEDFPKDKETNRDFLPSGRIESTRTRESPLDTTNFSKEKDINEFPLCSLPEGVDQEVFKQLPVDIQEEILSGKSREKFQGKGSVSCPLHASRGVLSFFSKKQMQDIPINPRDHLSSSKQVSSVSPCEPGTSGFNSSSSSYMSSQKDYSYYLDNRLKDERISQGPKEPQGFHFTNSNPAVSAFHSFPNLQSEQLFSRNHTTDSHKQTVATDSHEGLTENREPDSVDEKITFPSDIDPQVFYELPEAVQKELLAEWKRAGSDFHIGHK
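Fluorescent replication assay read twice, at 0 min and 10 min after adding 50 nM (final) substrate. Enzyme (10 nM) and compounds were first incubated 15 min at room temperature; enzyme-free buffer wells were negative controls.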
LDHA inh: qHTS assay for inhibitors of human lactate dehydrogenase | purified LDHA, NADH/diaphorase-resazurin fluorescence; active compounds read low | 480,000 tested, 0.15% active | L-lactate dehydrogenase A chain (Homo sapiens), P00338 | activity change, % (values are at about 110 or 230 µM); in the data active = activity change below about -30%; inconclusive = mostly about -25% to -30%;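 note: plate controls were DMSO wells for no effect and wells without enzyme for full effect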
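Human LDH5 (2 nM) was incubated with 0.06 mM NADH and 0.2 mM pyruvate for 5 min at room temperature in Tris pH 7.4. Remaining NADH was coupled through diaphorase/resazurin, and resorufin fluorescence was read at 0 and 20 min.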
APEX1 inh: qHTS Assay for Inhibitors of the Human Apurinic/apyrimidinic Endonuclease 1 (APE1) | 350,000 tested, 0.35% active | Potency, µM (titrated, usually from 65.8 µM), inactives show top-dose activity change, negative = inhibition, actives largely listed as inhibitors | AID 2517, 2012 | DNA repair nuclease/redox regulator APEX1 (Homo sapiens), P27695 | recombinant APE1, TAMRA/BHQ-2 abasic DNA cleavage fluorescence;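 note: potency is the fitted concentration of half-maximal effect; plate controls were vehicle for no effect and reference inhibitor for full effect; nearly all actives have a fitted effect of over 55% in size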
Target sequence (P27695 whole entry, looked up): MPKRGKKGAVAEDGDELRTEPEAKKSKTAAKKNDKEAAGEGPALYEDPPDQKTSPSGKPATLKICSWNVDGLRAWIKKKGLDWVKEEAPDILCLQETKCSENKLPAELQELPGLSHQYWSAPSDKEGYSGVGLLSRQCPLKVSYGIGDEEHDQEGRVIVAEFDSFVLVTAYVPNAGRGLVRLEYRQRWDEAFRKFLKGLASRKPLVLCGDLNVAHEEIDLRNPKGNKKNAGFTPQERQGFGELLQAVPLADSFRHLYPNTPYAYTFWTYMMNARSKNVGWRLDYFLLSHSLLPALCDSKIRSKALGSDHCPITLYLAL
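0.75 nM APE1 + cpd, 15 min RT; start w/ 50 nM TAMRA/BHQ-2 THF-abasic dsDNA; kinetic fluor 525/598 nm ×3 reads @60 s; Δ(read3−read1); normalized to DMSO and NSC13755 control wells.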
Apoferritin bind: qHTS Assay for Identification of Novel General Anesthetics; apoferritin/1-aminoanthracene competitive binding, fluorescence; Potency, µM (titrated, usually from 77.5 µM), without a hit: top-dose activity change, negative = displacement, usual class: inhibitors; 350,000 tested, 0.074% active; AID 485281, 2010; note: potency is the fitted concentration of half-maximal effect; % is set by controls: 0 for no effect and ±100 for the full control effect; nearly all actives have a fitted effect of over 20% in size
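Probe: 1-aminoanthracene (50% saturated, PBS). Protein: horse-spleen apoferritin, 10 uM. Incubation: 10 min, room temperature. Detection: 380 nm excitation, 535 nm emission. Analysis: normalized response, four-parameter Hill.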
BLM helicase inh: qHTS Assay for Inhibitors of Bloom's syndrome helicase (BLM) | 350,000 tested, 0.2% active | AID 2528, 2010 | Potency, µM (highest dose often 56.1 µM), for inactives: at the top dose activity change, negative = inhibition, hits mostly inhibitors | recombinant BLM DNA unwinding, fluorescence dequenching | RecQ-like DNA helicase BLM (Homo sapiens), P54132;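 note: potency is the fitted concentration of half-maximal effect; plate controls were vehicle for no effect and no enzyme for full effect; nearly all actives have a fitted effect of over 35% in size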
POLB inh: qHTS Assay for Inhibitors of DNA Polymerase Beta | Pol beta primer extension/strand displacement, fluorescence kinetic | P06746 | Potency, µM (highest dose often 114 µM), without a hit: at the top dose activity change, negative = inhibition, most hits filed as inhibitors | 340,000 tested, 1.3% active; note: potency is the fitted concentration of half-maximal effect; % is set by controls: 0 for no effect and ±100 for the full control effect
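Pol beta (10 nM) was preincubated with compound for 15 min at room temperature. The reaction was then started with 50 nM substrate and read immediately and after a further 10 min at room temperature.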
POLK inh: qHTS for Inhibitors of Polymerase Kappa; DNA polymerase kappa (Homo sapiens), Q9UBT6; purified Pol kappa, fluorescent DNA synthesis assay, 10 min; Potency, µM (series often up to 107 µM), for the others: at the top dose activity, negative = inhibition, most hits filed as inhibitors; 400,000 tested, 0.53% active; AID 588579, 2011; note: potency is the fitted concentration of half-maximal effect; % is set by controls: 0 for no effect and ±100 for the full control effect
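Inhibition of 10 nM Pol kappa is measured by a fluorescent read-out at 0 and 10 min following addition of 50 nM substrate (final), with a 15-min room-temperature compound preincubation.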
POLH inh: qHTS for Inhibitors of Polymerase Eta; recombinant Pol eta, fluorescent DNA replication assay; Potency, µM (top dose mostly 114 µM), for inactives: at the highest dose activity change, negative = inhibition, usual class: inhibitors; 390,000 tested, 1.2% active; AID 588591, 2011; note: potency is the fitted concentration of half-maximal effect; % is set by controls: 0 for no effect and ±100 for the full control effect
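Pol eta at 10 nM preincubated with compounds 15 min at room temperature; reaction started with fluorescent substrate (50 nM final) and read kinetically at 0 and 10 min.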
GRP78 ERSR act: qHTS for Inducers of the Endoplasmic Reticulum Stress Response (ERSR) in Human Glioma: qHTS | U87-MG GRP78 promoter luciferase reporter, 16 h | Potency, µM, for inactives: at the top dose activation, most hits filed as activators | 420,000 tested, 0.02% active; note: potency is the fitted concentration of half-maximal effect; series mostly up to about 76 µM; % of control where 0% means no effect; nearly all actives have a fitted effect of over 35% in size
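Stably transfected U87-MG glioma cells carrying a GRP78-based luciferase sensor; 16 h compound incubation. Luminescence end-point read 10 min after Bright-Glo addition at room temperature.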
* marks the source's active call; other numbers are inactive results; ? = inconclusive; nt = not tested or not shown; & = joins results of further samples; [ ] = another dose, or the depositor's remark. Unless noted, calls come from the whole dose curve; as a rule, active = well fitted curve in the direction sought with a large enough effect; inconclusive = small, poorly fitted or top-dose-only effect, or another doubt; inactive = no such curve, though single readings can be large; an effect the other way counts as inactive or inconclusive. Only part of the results is shown (hit frequency here may not be typical).

SMILES | Pol iota inh | LDHA inh | APEX1 inh | Apoferritin bind | BLM helicase inh | POLB inh | POLK inh | POLH inh | GRP78 ERSR act
Cc1cc(S(=O)(=O)NCc2ccc(N3CCN(C)CC3)cc2)c(C)s1 | 47%[activator] | -3 | 0% | 4% | -1% | 13% | 0% | -16% | 2%
CN(C)CCNS(=O)(=O)c1ccc(N2CCc3ccccc32)c([N+](=O)[O-])c1 | -3% | 1 | 24% | 2% | 3% | -17% | 3% | -19% | -3%
COc1ccc(-c2cnc(NCc3ccc(C)cc3)n2C)cc1 | ? | -12 | nt | 46%[activator] | 2% | 14% | -28% | -12% | 2%
C=CCn1c(SCC(=O)c2c(N)n(C)c(=O)n(C)c2=O)nnc1-c1ccncc1 | 119%[activator] | 1 | -3% | -7% | 1% | -9% | -2% | 0% | 0%
O=C1OCCN1C(=O)[C@H]1[C@H](c2ccccc2)C(c2ccccc2)=NN1c1ccccc1 | -7% | 4 | -28%&-10% | 361%[activator][110 µM] | -13%[75.6 µM] | nt | -1% | -6% | -1%&-5%
O=C(Nc1ccc(OCC(F)(F)C(F)F)c(C(F)(F)F)c1)c1ccc(Cl)cc1 | 1% | 3 | nt | nt | nt | nt | -19% | -11% | -11%
O=C(NCCOCCOCCNC(=O)c1cccnc1)c1cccnc1 | 8% | 3 | 14% | -7% | -6% | 52% | 10% | -5% | 0%
CSc1cccc(-c2nnc(NC(=O)c3ccc4c(c3)OCCO4)o2)c1 | -8% | -10 | nt | 20% | -10% | 21% | -3%[60.1 µM] | 1% | -2%
Cc1cc(C)nc(CCNC(=O)CC2C(=O)NCCN2Cc2ccc(F)cc2Cl)n1 (stereo unspecified) | 27% | 3 | 2% | -10% | -5% | 1% | -17% | -14% | -2%
Cc1sc2ncnc(N3CCN(c4ncccn4)CC3)c2c1C | -12% | -12 | 2% | 2% | -1% | -2% | -2% | -10% | -6%
CC(C)C(NS(=O)(=O)c1ccc2c(c1)C(C)(C)C(=O)N2C)C(=O)NCc1ccccc1Cl (stereo unspecified) | 31%[activator] | -2 | 22% | -15% | 1% | 37% | 2% | -8% | -1%
CS(=O)(=O)N(CC(=O)Nc1ccc2c(c1)OCO2)c1ccc(Cl)cc1 | 5% | 10 | ? | -22% | -12% | -22% | 0% | -4% | 3%
Cc1c(CC(=O)NCC(=O)NCC(=O)O)c(=O)oc2cc3oc4c(c3cc12)CCCC4 | 8% | -1 | -6% | 36%[activator] | -2% | 9% | -13% | -5% | -2%
Cc1ccccc1CN(C)C(=O)[C@H](Cc1ccccc1)NC(=O)c1ccco1 | 5% | -5 | 1% | nt | nt | nt | -6% | -19% | -1%
O=C(Nc1ccc2c(c1)OCCO2)c1cnc2n(c1=O)CCS2 | 12% | 3 | -2% | -6% | 1% | 3% | 8% | -11% | -7%
CC1=NCCN1S(=O)(=O)c1cccc([N+](=O)[O-])c1 | 1% | 4 | -1% | -5% | -1% | 37% | -8% | -8% | -4%
CCN(CC(=O)NCc1ccc(Cl)cc1)C(=O)CCC(=O)c1ccc(F)cc1 | 26% | 1 | 12% | nt | nt | nt | -2% | -22% | -3%
COc1ccc(NS(=O)(=O)c2ccc3c(c2)N(C(C)=O)CC(C)S3)c(OC)c1 (stereo unspecified) | ? | -3 | -8% | -7% | -3% | 8% | -6% | -15% | -4%
COc1cccc(NC(=O)c2cc3c(=O)n4ccccc4nc3n(CC(C)C)c2=N)c1 | -14% | -3 | -6% | -5% | -1% | 1% | -6% | -9% | -5%
Clc1cccc(-c2ccc(CNCc3ccccn3)o2)c1 | 1% | -2 | 21% | ? | 2% | 10% | -9% | ? | 3%
COc1ccc(CCN2C(=O)CC(N3CCC(C(N)=O)CC3)C2=O)cc1OC (stereo unspecified) | 38%[activator] | -3 | -6% | 11% | -3% | 8% | 4% | -15% | 0%
CCOC(=O)C1(Cc2ccccc2)CCCN(CCCn2cccn2)C1 (stereo unspecified) | 103%[activator] | -3 | -4% | -16% | -2% | 11% | -2% | -17% | -2%
C[C@@H](C(=O)Nc1nccs1)N1C(=O)C2CC=CCC2C1=O (stereo partly specified) | 43%[activator] | -3 | 22% | nt | nt | nt | 3% | -2% | -2%
Cc1cccn2c(=O)cc(CSc3nnc(NC(=O)c4ccc(F)cc4)s3)nc12 | -9% | -1 | nt | -2% | -7% | 1% | 1%[60.1 µM] | -7% | -5%
CC(=O)c1ccc(NC(=O)COc2ccccc2-c2nc(C(C)C)no2)cc1 | 35%[activator] | -5 | nt | -5% | -3% | -17% | 0% | -15% | -1%

Structural class: the entries above containing a thiophene ring, fused or not (2)
SMILES | Pol iota inh | LDHA inh | APEX1 inh | Apoferritin bind | BLM helicase inh | POLB inh | POLK inh | POLH inh | GRP78 ERSR act
Cc1cc(S(=O)(=O)NCc2ccc(N3CCN(C)CC3)cc2)c(C)s1 | 47%[activator] | -3 | 0% | 4% | -1% | 13% | 0% | -16% | 2%
Cc1sc2ncnc(N3CCN(c4ncccn4)CC3)c2c1C | -12% | -12 | 2% | 2% | -1% | -2% | -2% | -10% | -6%

The listing continues.
SMILES | Pol iota inh | LDHA inh | APEX1 inh | Apoferritin bind | BLM helicase inh | POLB inh | POLK inh | POLH inh | GRP78 ERSR act
CC1(C)CC(=O)C2=C(C1)N1CCCCC1CC2=O (stereo unspecified) | 3% | -9 | -3% | -8% | 1% | 22% | -9% | -9% | 1%
CN(CCO)C(=O)C(c1ccccc1)c1ccccc1 | -4%[58.9 µM] | -7 | -1% | 2% | 2% | 2% | -10% | -13% | -5%
COC(=O)c1nnn(CC(=O)Nc2ccc(C)c(F)c2)c1C(=O)OC | 26% | -8 | -9% | 5% | 1% | -6% | -10% | 2% | -2%
O=C(O)C1CCCCN1S(=O)(=O)c1ccc(Cl)s1 (stereo unspecified) | -12% | -7 | 0% | 6% | 0% | -4% | 5% | -2% | -2%
Cc1ccc(OCC(=O)NNC(=S)NCc2ccccc2)cc1 | 54%[activator] | -13 | 3% | -14% | -3% | ? | -6% | -10% | -3%
Cc1ccc(C)c(N(CC(=O)Nc2ccccc2C(=O)NCc2ccco2)S(=O)(=O)c2ccccc2)c1 | 0% | -4 | 3% | 1% | -10% | 70% | -21% | -19% | -3%
Cc1ccc(N(C)S(=O)(=O)c2cccc(C(=O)N3CCN(Cc4ccccc4)CC3)c2)cc1 | 25% | 0 | 26% | nt | nt | nt | 0% | -10% | -3%
Cc1ccc(C(=O)CSc2nnc(-c3ccco3)n2Cc2ccccc2)cc1 | ? | -7 | -10% | ? | -7% | -11% | -11% | -9% | ?
COc1cccc(C(=O)N2CCC(N3CCN(Cc4ccc(F)cc4)C(=O)C3=O)CC2)c1 | 19% | -8 | nt | -12% | 1% | 5% | 3% | -15% | -4%
Cc1cc(=O)oc2cc(OCC(=O)Nc3ccccc3C(N)=O)c(Cl)cc12 | -4% | -1 | 40% | -14% | -4% | 0% | 15% | -5% | 0%
COc1cc(OC)c(NC(=O)C(Cc2ccccc2)NS(=O)(=O)c2cccc3nsnc23)cc1Cl (stereo unspecified) | 1% | -4 | nt | 3% | -5% | 27% | -2% | -11% | -4%
CN(C)S(=O)(=O)c1cc(NC(=O)CNCc2ccccc2)ccc1Cl | 35%[activator] | -14 | 46%[activator] | -11% | 2% | 6% | -8% | -2% | -4%
CC(C)CO/N=C1/C[C@@H](O)[C@@H](O)[C@@H]2[C@@H]3C(=O)N([C@@H](C)c4ccccc4)C(=O)[C@H]3CC[C@@H]12 | nt | nt | ? | 6%[15.3 µM] | -1%[12.4 µM] | nt | nt | nt | 0%
CCc1ccc(OCC(=O)N/N=C(\C)c2ccc(OC(F)F)cc2)cc1 | 52%[activator] | -8 | 5% | -14% | -1% | 2% | -17% | -6% | -4%
Cc1cccc(NC(=O)CSc2nnc3[nH]c(=O)cc(-c4ccccc4)n23)c1C | 2% | 5 | nt | 9% | 1% | -9% | -10%[60.1 µM] | -11% | -4%
O=C1c2ccccc2C(=O)N1CCN1CCCCC1 | 16% | 1 | 1% | 1% | -2% | 1% | -3% | -2% | -4%
COc1ccc([C@H]2CC(=O)C=C(c3ccc(OC)nc3)C2)cc1 | ? | -12 | -14% | nt | nt | nt | -20% | -12% | -4%
CC(=O)c1ccc(S(=O)(=O)N2CCN(c3nn(C)c(=O)n(C)c3=O)CC2)cc1 | -1% | -2 | 19% | nt | nt | nt | -9% | ? | -3%
O=C(Nc1ccc(F)cc1F)c1cc(-c2ccc(Cl)cc2)on1 | -7% | -14 | nt | 7% | -4% | 1% | -2% | 2% | -1%
O=C(c1ccc(S(=O)(=O)NCc2ccco2)cc1)N1CCCC(C(F)(F)F)C1 (stereo unspecified) | 14% | -12 | 11% | nt | nt | nt | -6% | -12% | -5%
Cc1cc(=O)cc(C)[nH]1 | 0% | 2 | -2% | -11% | -1% | 17% | -5% | -15% | 2%
CCc1nnc(NC(=O)CSc2nc3cccnc3n2Cc2ccccc2)s1 | 5% | 0 | 15% | -10% | -7% | -20% | 6% | -14% | -4%
CCNC(=S)NS(=O)(=O)c1ccccc1 | 2% | -1 | 0% | -8% | 1% | 9% | -5% | -18% | -4%
CN(C)c1ccc(NC(=O)CCCc2ccccc2)cc1 | 4% | 2 | 16% | -2% | -4% | 27% | -4% | -7% | -10%
O=C(CN(Cc1ccccc1)C(=O)CCl)c1cccc(Br)c1 | -2% | -4 | -6% | nt | nt | nt | -1% | 4% | -13%
CC(C)C[C@H](NC(=O)c1nc[nH]c1C(=O)N(C)Cc1ccccc1)C(=O)OCc1ccccc1 | 6% | 2 | -11% | -13% | -15% | -17% | -1% | -19% | -3%
O=C(c1ncn(Cc2ccccc2)c1C(=O)N1CCN(c2ccccc2)CC1)N1CCN(c2ccccc2)CC1 | 5% | -2 | -4% | nt | nt | nt | -2% | -7% | -4%
